# PLCb3 inh = human PLC-beta3 inhibitors, primary screen, biochemical, fluorescence; inhibition, % at 12.2 µM; Purified PLC-beta3, fluorogenic substrate; 370,000 compounds, 0.18% hits; 1-phosphatidylinositol 4,5-bisphosphate phosphodiesterase beta-3 (Homo sapiens), Q01970; in the data active means inhibition above about 11%;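 further: 0% = median of compound wells on plate and 100% = full blocker control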
# ADAM17 inh = ADAM17 inhibitors, primary screen, biochemical, QFRET | Disintegrin and metalloproteinase domain-containing protein 17 (Homo sapiens), P78536 | recombinant ADAM17, EDANS/DABCYL FRET peptide cleavage | inhibition, % at 6.95 µM | 370,000 compounds, 0.83% hits | AID 720648, 2013;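 active means inhibition above the mean of compounds lying between control limits plus 3 SD, set per campaign, cut at about 8.5% in these data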;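 further: 0% = DMSO-only wells as the low control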
# SIAE inh = human SIAE inhibitors, primary screen, biochemical, fluorescence polarization, FP-Rh probe, 1536-well HTS; SIAE FP-Rh probe binding; inhibition, % at 9.66 µM; 370,000 compounds, 0.69% hits; Sialate O-acetylesterase (Homo sapiens), Q9HAT2;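 active means inhibition above a cutoff: mean of compounds within the control limits plus 3 SD of those, cut at about 17% in these data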;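 further: 0% = plate median of compound wells and 100% = probe without SIAE protein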
# ASAP1 GAP inh = inhibitors of human ASAP1 ArfGAP activity, primary screen, biochemical, fluorescence polarization. Arf-GAP with SH3 domain, ANK repeat and PH domain-containing protein 1 (Homo sapiens), …. ASAP1-stimulated ARF1 GTP hydrolysis, GDP FP detection. inhibition, % at 16.5 µM. 360,000 compounds, 0.19% hits. AID 624377, 2012; in the data active means inhibition above about 25%;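 further: 0% = vehicle with enzyme and substrate and 100% = no enzyme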
# Target sequence (Q9ULH1 325-724 limits assumed): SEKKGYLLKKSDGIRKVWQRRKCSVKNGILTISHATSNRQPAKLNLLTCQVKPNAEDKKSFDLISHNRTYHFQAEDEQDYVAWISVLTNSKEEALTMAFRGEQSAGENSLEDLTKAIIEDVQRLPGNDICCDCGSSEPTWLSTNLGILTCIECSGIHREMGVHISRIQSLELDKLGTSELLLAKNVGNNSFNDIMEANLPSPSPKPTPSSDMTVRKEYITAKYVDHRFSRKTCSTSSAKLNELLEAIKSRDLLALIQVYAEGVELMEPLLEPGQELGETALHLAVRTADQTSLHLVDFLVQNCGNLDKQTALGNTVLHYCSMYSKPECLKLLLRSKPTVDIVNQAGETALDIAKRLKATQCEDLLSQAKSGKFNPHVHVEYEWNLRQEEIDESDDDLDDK
# PLC-gamma1 inh = PLC-gamma1 enzyme inhibitors, primary screen, biochemical, fluorescence, purified enzyme; 1-phosphatidylinositol 4,5-bisphosphate phosphodiesterase gamma-1 (Homo sapiens), P19174; AID 720700, 2013; inhibition, % at 12.2 µM; fluorogenic substrate; 370,000 compounds, 0.84% hits; in the data active means inhibition above about 9.5%
# TDP2 inh = human TDP2 enzyme inhibitors, primary screen, biochemical, epi absorbance, recombinant enzyme. Tyrosyl-DNA phosphodiesterase 2 (Homo sapiens), O95551. T5PNP hydrolysis, p-nitrophenol absorbance 415 nm. inhibition, % at 12.8 µM. 370,000 compounds, 0.34% hits;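 active means inhibition above the mean of all tested compounds plus 3 SD, set per campaign, cut at about 25% in these data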;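 further: 0% = DMSO with enzyme and 100% = buffer with substrate but no TDP2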
#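 System: recombinant human TDP2 / Amount: 120 nM TDP2 per well / Also added: 5 mM T5PNP chromogenic substrate / Doses: 12.8 µM single point, 1% DMSO / Incubation: 2 h at 37 °C / Detection: p-Nitrophenol epi absorbance / Evaluation: % inhibition relative to enzyme-containing and enzyme-free wells / Repeats: singlicate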
# ADAM10 inh = human ADAM10 inhibitors, primary screen, biochemical, QFRET, HTS; Disintegrin and metalloproteinase domain-containing protein 10 (Homo sapiens), O14672; recombinant ADAM10, EDANS/DABCYL FRET peptide cleavage, 3 h; inhibition, % at 7 µM; 370,000 compounds, 0.62% hits; AID 720582, 2013;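 active means inhibition above a per-campaign cutoff equal to the mean of compounds falling between control-based bounds plus 3 SD, cut at about 20% in these data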;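 further: 0% = DMSO wells while the 100% control is not disclosed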
# Target sequence (O14672 214-748 limits assumed): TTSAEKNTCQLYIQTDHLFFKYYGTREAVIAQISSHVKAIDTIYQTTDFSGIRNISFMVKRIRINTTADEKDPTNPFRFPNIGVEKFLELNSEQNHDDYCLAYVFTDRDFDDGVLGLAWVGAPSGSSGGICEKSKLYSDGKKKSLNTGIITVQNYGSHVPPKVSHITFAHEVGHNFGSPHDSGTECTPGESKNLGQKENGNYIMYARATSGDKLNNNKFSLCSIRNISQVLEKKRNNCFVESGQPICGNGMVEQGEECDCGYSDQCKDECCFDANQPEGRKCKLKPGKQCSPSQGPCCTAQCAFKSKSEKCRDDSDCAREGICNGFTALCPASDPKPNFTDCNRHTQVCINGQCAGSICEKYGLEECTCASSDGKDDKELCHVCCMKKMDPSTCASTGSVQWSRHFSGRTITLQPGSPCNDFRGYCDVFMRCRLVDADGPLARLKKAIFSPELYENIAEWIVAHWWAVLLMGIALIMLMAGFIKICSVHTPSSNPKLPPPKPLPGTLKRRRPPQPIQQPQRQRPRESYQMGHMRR
# ARFGAP1 inh = inhibitors of rat ARFGAP1 GAP activity, primary screen, biochemical, fluorescence polarization, GDP tracer. 360,000 compounds, 0.26% hits. ADP-ribosylation factor GTPase-activating protein 1 (Rattus norvegicus), Q62848. inhibition, % at 16.5 µM. Arfgap1-stimulated ARF1 GTP hydrolysis, GDP FP detection;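 active means inhibition above a per-plate limit, mean inhibition of low control wells plus 3 SD, cut at about 25% in these data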;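 further: 0% = DMSO wells with enzyme and 100% = wells lacking Arfgap1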
# Target sequence (Q62848 1-136 limits assumed): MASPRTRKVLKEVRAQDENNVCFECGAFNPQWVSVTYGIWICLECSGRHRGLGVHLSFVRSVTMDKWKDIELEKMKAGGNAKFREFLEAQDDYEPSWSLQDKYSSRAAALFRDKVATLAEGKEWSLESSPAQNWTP
#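 system = rat Arfgap1 catalytic domain, aa 1-136 | technique = FP, GDP Alexa 633 tracer displaced from anti-GDP antibody, 620/688 nm | compound = one concentration, 16.5 µM, DMSO 1.26% | medium = HEPES-based buffer, pH 7.5 | timing = compound-enzyme preincubation 20 min, reaction 120 min, detection 60 min, 25 °C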
# Tn6 DDE FP = inhibitors of Tn6 peptide binding to fibrin DD(E), primary screen, biochemical, fluorescence polarization, human fibrin, Tn6 probe | Fibrinogen beta chain (Homo sapiens), P02675 | Fibrin DD(E) TRITC-Tn6 fluorescence polarization displacement | inhibition, % at 8.3 µM | 370,000 compounds, 0.21% hits;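 active means inhibition above a per-campaign cutoff: mean of compounds within control limits plus 3 SD, cut at about 15% in these data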;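 further: 0% = median of all compound wells on the plate and 100% = blocking peptide control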
# DDE Tn7 FP inh = inhibitors of Tn7 peptide binding to fibrin DD(E), primary screen, biochemical, fluorescence polarization, human fibrin, Tn7 probe; FP displacement of FITC-Tn7 peptide from fibrin DD(E); 0% = median of compound wells per plate; inhibition, % at 8.3 µM; Fibrinogen beta chain (Homo sapiens), P02675; AID 720508, 2013; 370,000 compounds, 0.13% hits;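 active means inhibition above the mean of compounds falling within the control limits plus 3 SD of them, cut at about 14% in these data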;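 further: 0% = plate median of compound wells and 100% = 10 µM Aha-Tn7 peptide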
#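 assay system = human clot-derived fibrin DD(E) complex | quantity = Fibrin-DD(E) at 2 µM final | timing = 10 min preincubation, 3 h with tracer, room temperature | signal = fluorescence polarization | measure = percent inhibition | benchmarks = high control wells with 10 µM unlabelled Aha-Tn7 peptide (full inhibition) | replicates = singlicate testing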
# An asterisk follows results filed as active; i = inactive; . = not tested or not shown.
SMILES,PLCb3 inh,ADAM17 inh,SIAE inh,ASAP1 GAP inh,PLC-gamma1 inh,TDP2 inh,ADAM10 inh,ARFGAP1 inh,Tn6 DDE FP,DDE Tn7 FP inh
CN1CCN(C(=O)C2CCCN(S(=O)(=O)c3ccccc3)C2)CC1 (stereo not drawn),-8,-6,2,3,0,17,0,8,-5,3
COc1cc(/C=C/C(=O)OCC(=O)NCc2ccccc2OC)ccc1O,-46,-14,11,-9,-50,-2,-40,-4,3,5
O=C(c1ccc2nc(-c3ccco3)c(-c3ccco3)nc2c1)N1CCN(c2ncccn2)CC1,-120,-5,35*,-1,-80,11,-38,-4,-6,3
CC1C(c2ccccc2)OCCN1C(=S)NC(=O)c1ccccc1 (stereo not drawn),15*,4,1,-6,1,0,-7,-1,-3,-2
CC(C)NCCOc1cccc(Br)c1,1,-4,1,0,1,6,-6,-3,3,1
COCCCN1C(=O)c2[nH]nc(-c3cc(C)cc(C)c3O)c2C1c1ccc(O)c(OC)c1 (stereo not drawn),-3,2,6,6,1,4,4,16,0,8
COc1ccc(NC(=O)c2ccc(Cl)c(S(=O)(=O)N3CC(C)OC(C)C3)c2)cn1 (stereo not drawn),-2,-1,-5,2,1,5,-4,10,0,0
CC(C)(C)c1ccc(C(=O)N2CCC(NC(=O)c3ccccc3)CC2)cc1,-10,-6,-3,2,-2,-6,-3,6,-2,6
Cc1ccc(C)c(OCc2nnc(NC(=O)c3ccc4c(c3)OCO4)s2)c1,-7,-6,-1,-9,0,-1,-5,5,1,-5
O=C(Nc1ccc2c(c1)OCCO2)C1CCCN(S(=O)(=O)c2cccc3nsnc23)C1 (stereo not drawn),0,-1,-8,-3,-1,6,-5,2,4,2
CCOc1ccc(CCN2C(=O)C3C4C=CC(C4)C3C2=O)cc1OCC (stereo not drawn),0,2,3,-2,1,7,-3,1,9,7
O=C(C[n+]1cc(-c2ccc(Br)cc2)n2c1CCCCC2)c1ccccc1,-3,-2,7,-9,3,3,-4,-4,-5,1
CCOC(=O)C1CCN(C(=O)c2cc(C(C)(C)C)nn2Cc2ccccc2)CC1,-4,-3,-3,-6,-3,6,-1,-3,-5,-4
CS(=O)c1ccccc1-c1nc(-c2cc(C(F)(F)F)cc(C(F)(F)F)c2)no1 (stereo not drawn),0,-1,-1,-14,4,0,4,-6,4,-10
CCOc1cccc(OCCCCn2cnc3ccccc3c2=O)c1,-1,-2,3,9,-1,25*,0,-10,3,2
COc1cc(OC)c2c(c1)S(=O)(=O)C(c1ccccc1)=C2N,-6,-1,1,-1,2,6,1,5,-2,-6
COCCN(Cc1cc2cc(C)ccc2n2nnnc12)C(=S)Nc1ccc(C)cc1,1,-4,3,-6,-2,6,-3,10,4,2
O=C(O)/C=C/c1ccc(S(=O)(=O)N2CCCCCC2)cc1,-2,-1,9,-2,2,7,2,-1,1,-2
COc1ccc(S(=O)(=O)NCC2CCCN(C(=O)CN3CCCCC3)C2)cc1 (stereo not drawn),1,1,3,-2,5,4,2,-6,-10,0
CNC(=O)CCSSCCC(=O)NC,0,-2,-8,5,-1,-4,-1,-1,6,9
Cc1ccc(NC(=O)COC(=O)Cn2cnc3ccccc32)c(C)c1,-1,2,-1,-1,2,-14,-6,-8,-4,-8
O=C(CCCC(=O)c1ccccc1)Nc1ccc(O)cc1,-4,-5,5,-3,1,1,-10,1,-1,-5
C=CCNC(=O)c1onc(CSc2ccncc2)c1C(=O)NCC=C,4,0,11,-5,3,-4,2,0,3,5
O=C(CCS(=O)(=O)c1ccccc1)Nc1ccc(N2CCOCC2)cc1,-4,-2,11,-1,1,12,-3,-17,-4,-4
CC(=O)N(C(C)=O)c1nc2nc(C)cc(C)n2n1,-9,-4,1,-2,3,-10,-2,-2,3,2
# Next section
SMILES,PLCb3 inh,ADAM17 inh,SIAE inh,ASAP1 GAP inh,PLC-gamma1 inh,TDP2 inh,ADAM10 inh,ARFGAP1 inh,Tn6 DDE FP,DDE Tn7 FP inh
CCNC(=O)C1(C)CCCN(C(=O)COCc2ccccc2)C1 (stereo not drawn),-1,-4,4,4,0,3,-13,8,0,0
CC(C)(C)NC(=O)c1ccc2c(c1)N(CC(=O)N1CCN(c3ccccc3F)CC1)C(=O)C(C)(C)O2,1,-4,-1,-3,1,3,-1,3,5,-1
CCN(c1ccccc1)S(=O)(=O)c1ccc(OCC(=O)Nc2cc(C)on2)cc1,1,-3,-1,-9,-1,8,5,-7,7,-1
O=C(c1cc2c(ccc3ccccc32)oc1=O)N1CCCC1,i,i,11,-8,i,6,i,8,-1,7
COC(=O)C1C(O)=C(C=Nc2ccc3ccccc3c2)C(=O)CC1(C)C (stereo not drawn),-1,1,-3,2,-3,-4,-4,-6,2,-3
COC(=O)c1ccc(C(=O)N2CCCC(C)(C(=O)NS(=O)(=O)C3CC3)C2)cc1 (stereo not drawn),2,-2,4,-10,0,6,3,0,-6,4
CCCCc1ccc(NC(=O)CC(C)C)cc1,0,2,0,4,-1,-3,-1,-4,3,-1
CCC1CN(C(=O)NCc2cccc(OC)c2)c2ccccc2O1 (stereo not drawn),-6,-5,-2,-8,0,-2,-2,-8,-4,-2
O=C(COc1ccc(/C=N/NC(=O)c2ccc(O)cc2)cc1)Nc1ccc([N+](=O)[O-])cc1,-5,0,-13,1,1,-3,-4,-10,4,5
Cc1cc(C)n(CC(=O)NNC(=O)CCCOc2ccc(Cl)c(C)c2)n1,-7,-4,-8,5,1,2,1,6,1,-1
CCCCN(C)c1c(C)nc2ccc(C(=O)NCc3ccc4c(c3)OCO4)cn12,-14,-2,1,20,-7,-2,-1,2,-1,-2
Cc1c(C(c2cc(O)ccc2O)c2c(C)n(C)n(-c3ccccc3)c2=O)c(=O)n(-c2ccccc2)n1C,-12,-4,7,3,-13,1,-23,3,5,-2
CN(C)c1cccc(-c2nccc(N3CCC(C(N)=O)CC3)n2)c1,-136,-4,1,.,-91,-11,-21,.,-5,-6
CC(=O)Oc1ccc2c(c1)C(=O)c1ccccc1CO2,-71,-9,2,3,-53,-9,-12,7,4,14*
O=C(Nc1ccccc1F)c1ccc2nc(N3C(=O)CCC3=O)sc2c1,3,1,-11,0,-1,-9,1,3,1,-8
COc1ccccc1CC(=O)N1CCN(c2cccc(C(F)(F)F)c2)CC1,0,-4,-2,-12,-1,-4,-4,1,-2,-6
Nc1ccccc1SCC(=O)Nc1ccc(N2CCOCC2)cc1,2,2,7,-10,4,28*,2,10,3,-3
COc1ccc(C2NC(=O)C(C#N)=C(S)N2c2ccccc2)cc1OC (stereo not drawn),-4,-2,7,-4,-2,10,2,-1,-1,-2
O=C(Nc1cc(Cl)ccc1-n1cncn1)c1ccc(F)c(S(=O)(=O)N2CCOCC2)c1,-8,-5,0,-9,2,7,-2,3,-3,0
O=C(CCC(=O)N1CCOCC1)Nc1nnc(C2CCCCC2)s1,1,-3,7,-10,0,-1,0,-4,7,7
O=C(c1ccccc1)c1cccn1CC(=O)N1CCN(C2CCCCC2)CC1,3,1,-4,8,4,-8,-2,-5,-4,-6
CCC(=O)/C=C1/Sc2ccc(OC)cc2N1CC,1,-4,0,-5,-2,3,-1,2,-5,4
CC(C)Cn1c(CN(Cc2ccccc2)Cc2ccccc2)nc2c1c(=O)n(C)c(=O)n2C,-7,-4,-2,6,-1,-2,1,9,1,1
CCSc1nnc(NC(=O)C2CCCCC2C(=O)O)s1 (stereo not drawn),1,-2,6,22,1,7,0,1,2,0
Cc1c(C(=O)NCc2ccc(C(F)(F)F)cc2)sc(=O)n1Cc1ccc(S(=O)(=O)N(C)C)cc1,1,1,-6,4,1,2,7,-13,1,-3
# Additional compounds
SMILES,PLCb3 inh,ADAM17 inh,SIAE inh,ASAP1 GAP inh,PLC-gamma1 inh,TDP2 inh,ADAM10 inh,ARFGAP1 inh,Tn6 DDE FP,DDE Tn7 FP inh
COC(=O)CNC(=O)Cc1c(F)cccc1Cl,-2,-3,9,-10,-2,2,-1,5,1,-5
O=C(NCc1ccccc1)NC(=O)c1ccncc1,2,-2,-2,-1,-1,7,1,-1,8,6
O=C(Nc1nc2ccccc2n1CCN1CCCC1)c1ccc(Cl)cc1,-26,-2,5,5,-19,2,-2,-4,-13,3
Cc1ccccc1NC(=O)C1Cc2ccccc2C(=O)O1 (stereo not drawn),6,-4,4,4,6,1,9,4,-6,2
CC(C)(C)OC(=O)CNC(=O)c1[nH]cnc1C(=O)NCC(=O)OCc1ccccc1,1,0,4,9,1,11,6,0,2,8
O=C(Nc1ccc(-c2nc3c(ccc4ccccc43)o2)cc1)c1ccco1,-58,-48,-37,13,-43,4,-126,3,3,-1
CCC(C)NCCOCCOc1ccc(Cl)c(C)c1C (stereo not drawn),1,-1,3,-14,2,-8,1,-1,-6,2
CC1=C(C(=O)OC2CCCCC2)C(c2ccc(N(C)C)cc2)NC(=O)N1 (stereo not drawn),-4,-4,0,-5,0,5,-12,1,-1,-2
C=CCc1cccc(/C=N/NC(=O)C[n+]2ccccc2)c1O,-11,-5,-2,2,-2,-10,-2,9,-8,-6
CC(=O)Nc1ccc2nc3c(=O)n(C)c(=O)n(C)c3nc2c1,i,-100,3,-17,i,7,-248,10,-10,0
Cc1ccc2c(CN3CCCCC3)cc(=O)oc2c1,-9,-3,2,4,-2,7,2,6,8,4

# Part of the list above in order of number of heavy atoms, highest first:
SMILES,PLCb3 inh,ADAM17 inh,SIAE inh,ASAP1 GAP inh,PLC-gamma1 inh,TDP2 inh,ADAM10 inh,ARFGAP1 inh,Tn6 DDE FP,DDE Tn7 FP inh
O=C(Nc1nc2ccccc2n1CCN1CCCC1)c1ccc(Cl)cc1,-26,-2,5,5,-19,2,-2,-4,-13,3
Cc1ccccc1NC(=O)C1Cc2ccccc2C(=O)O1 (stereo not drawn),6,-4,4,4,6,1,9,4,-6,2
Cc1ccc2c(CN3CCCCC3)cc(=O)oc2c1,-9,-3,2,4,-2,7,2,6,8,4
